NLRP3 yeast inh = blocks the NALP3 inflammasome reconstituted in yeast; 330,000 compounds, 0.39% hits; AID 2825; Yeast reconstituted NLRP3/ASC/caspase-1, beta-gal luminescence, 24 h; inhibition, % at 10 µM;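 active = inhibition of 50% or more; inactive = inhibition below 50%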;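 note: plate controls were induced DMSO wells for no effect and uninduced yeast grown without galactose for full effect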
SENP1 inh = SENP1 (human) catalytic domain inhibition | Q9P0U3 | recombinant SENP1 catalytic domain, CyPet-SUMO1-YPet FRET cleavage | inhibition, % at 10 µM | 360,000 compounds, 0.21% hits | AID 624204;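 active = inhibition at least 30% at 10 µM, raw YFP signal under a set limit, fluorescence ratio 0.5 to 1.5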;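 note: 0% = enzyme with DMSO and 100% = no enzyme wells; some results filed as inactive read as strong as hits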
Target sequence (Q9P0U3 419-644 limits assumed): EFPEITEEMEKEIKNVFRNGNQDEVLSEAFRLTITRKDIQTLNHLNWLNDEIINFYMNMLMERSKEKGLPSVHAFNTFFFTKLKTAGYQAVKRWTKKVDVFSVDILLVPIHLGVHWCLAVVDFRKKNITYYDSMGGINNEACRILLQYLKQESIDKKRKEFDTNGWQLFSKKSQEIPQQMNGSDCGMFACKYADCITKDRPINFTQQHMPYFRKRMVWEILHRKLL
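Test system: recombinant human SENP1 catalytic domain, His6-tagged / Medium: pH 8 Tris buffer with EDTA, NaCl, BME, BSA, NP40, catalase / Also added: SUMO1 FRET substrate flanked by Cypet and Ypet, 25 nM / Times: 50 min reaction at room temperature / Signal: FRET, CFP and YFP emission / Control set: no-enzyme low control and enzyme-plus-DMSO high control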
hIAP inh = human IAP inhibition; P09923; purified IAP, CDP-Star luminescence, 30 min; inhibition, % at 10 µM; 330,000 compounds, 0.12% hits;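 active = inhibition reaching a set limit with compound at 10 µM in the primary screen, cut at about 35% in these data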;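 note: plate controls were DMSO wells with enzyme for no effect and no-enzyme buffer wells for full effect; values of inactives mirror those of a sister screen read the other way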
mIAP block = blocks mouse intestinal alkaline phosphatase; inhibition, % at 10 µM; purified mouse IAP, CDP-Star luminescence, 30 min; 330,000 compounds, 0.2% hits;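 active = inhibition of at least 40% at 10 µM in the primary screen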;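 note: plate controls were DMSO with enzyme for no effect and no enzyme wells for full effect; values of inactives mirror those of a sister screen read the other way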
A3G deaminase = blocks human APOBEC3G single-stranded DNA deamination. Q9HC16. recombinant A3G, ssDNA deamination FAM/TAMRA fluorescence. inhibition, % at 20 µM. 330,000 compounds, 0.28% hits. AID 493012;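 active = inhibition of at least 40% at 20 µM, with no more than 30% in the related APOBEC3A deaminase screen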;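 note: plate controls were DMSO wells with A3G for no effect and wells lacking A3G enzyme for full effect; some compounds called inactive have numbers as strong as hits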
Target sequence (Q9HC16 whole entry, looked up): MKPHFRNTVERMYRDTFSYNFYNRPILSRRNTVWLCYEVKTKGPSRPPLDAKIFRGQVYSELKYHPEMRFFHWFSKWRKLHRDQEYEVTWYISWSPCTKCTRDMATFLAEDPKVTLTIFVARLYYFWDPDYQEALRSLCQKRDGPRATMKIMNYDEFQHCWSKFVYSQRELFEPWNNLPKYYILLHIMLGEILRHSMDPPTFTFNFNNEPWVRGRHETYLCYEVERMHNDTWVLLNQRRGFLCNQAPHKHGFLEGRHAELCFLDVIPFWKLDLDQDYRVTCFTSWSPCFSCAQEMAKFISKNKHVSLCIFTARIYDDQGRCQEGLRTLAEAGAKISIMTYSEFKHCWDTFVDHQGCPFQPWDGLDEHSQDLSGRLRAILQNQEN
mIAP act = mouse IAP activation; muIAP, CDP-Star luminescence, 30 min; active compounds read high; 1 = vehicle-only enzyme signal, 0 = enzyme-free wells; activation factor at 10 µM; 330,000 compounds, 0.24% hits; AID 2805;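 active = activation factor of at least 2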; note: the source names both 10 and 20 µM as test concentration; values of inactives mirror those of a sister screen read the other way
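System: Mouse IAP enzyme | Also added: CDP-Star substrate | Dosing: Compounds dispensed in DMSO | Schedule: 30 min enzyme-substrate-compound incubation at room temperature | Technique: Chemiluminescence readout | Control set: DMSO-only wells and no-enzyme negative control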
hIAP activ = increases human intestinal alkaline phosphatase activity. activation factor at 10 µM. P09923. AID 2524. purified human IAP, CDP-Star luminescence, 30 min; active compounds read high; 1 = vehicle-only enzyme, 0 = enzyme-free background. 330,000 compounds, 0.16% hits;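 active = activation factor of the enzyme at least 2-fold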; note: the source names both 10 and 20 µM as test concentration; values of inactives mirror those of a sister screen read the other way
APOBEC3A inh = inhibitors of human APOBEC3A DNA deaminase; recombinant A3A, FAM/TAMRA ssDNA deamination fluorescence; inhibition, % at 20 µM; AID 493011; 330,000 compounds, 0.41% hits; P31941;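 active = at least 40% inhibition at 20 µM here, with at most 30% in a related deaminase screen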;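 note: plate controls were A3A with DMSO for no effect and wells lacking A3A enzyme for full effect; some results filed as inactive read as strong as hits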
Target sequence (P31941 whole entry, looked up): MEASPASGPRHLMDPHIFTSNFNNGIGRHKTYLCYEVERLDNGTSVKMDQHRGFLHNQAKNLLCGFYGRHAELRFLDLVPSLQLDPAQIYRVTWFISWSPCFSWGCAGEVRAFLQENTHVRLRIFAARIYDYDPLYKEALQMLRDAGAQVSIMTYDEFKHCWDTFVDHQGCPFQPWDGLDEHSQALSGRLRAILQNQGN
beta cell repl = inducers of beta-cell replication in MIN6 cells; proliferation, % at 10 µM; 330,000 compounds, 0.29% hits; MIN6 cells proliferation, ATPlite luminescence, 48 h; cells starved in 0.2% serum; 100% = growth in 10% serum;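 active = compounds whose signal lies at least 3.5 SD above the mean of all wells on their plate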;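 note: 0% = DMSO-treated cells in low-serum medium and 100% = 10% serum control; some compounds called inactive have numbers as strong as hits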
An asterisk follows results filed as active. Not all compounds are listed, so the mix of outcomes need not match the whole.

`COc1ccc2oc(C(=O)Nc3ccc(C)cn3)c(C)c2c1` gave NLRP3 yeast inh 12.2, SENP1 inh -9.2, hIAP inh 0.5, mIAP block 2.0, A3G deaminase -1.7, mIAP act 0.98, hIAP activ 0.995, APOBEC3A inh 2.4 and beta cell repl -1.3.
For CC(C(=O)Nc1ccccc1)N(C)CCOc1ccc(Br)cc1 (configuration not stated) the results were NLRP3 yeast inh 25.4, SENP1 inh -2.5, hIAP inh 10.0, mIAP block 9.2, A3G deaminase -8.2, mIAP act 0.908, hIAP activ 0.9, APOBEC3A inh -3.4 and beta cell repl -2.3.
O=C(CSC1=NS(=O)(=O)c2cc(Cl)ccc2N1)NCCc1ccccc1 was read as NLRP3 yeast inh 9.1, SENP1 inh 1.8, hIAP inh -10.3, mIAP block -5.4, A3G deaminase -3.1, mIAP act 1.05, hIAP activ 1.1, APOBEC3A inh 0.1 and beta cell repl 0.9.
`Cc1ccc(OCC(=O)O/N=C(\N)c2ccncc2)c(C)c1` gave NLRP3 yeast inh 24.1, SENP1 inh -0.5, hIAP inh 0.2, mIAP block 8.4, A3G deaminase -8.9, mIAP act 0.916, hIAP activ 0.998, APOBEC3A inh -4.8 and beta cell repl -0.1.
`OCCN(CCO)c1nc2ccccc2[nH]1` gave NLRP3 yeast inh -5.1, SENP1 inh 0.6, hIAP inh -5.1, mIAP block -18.8, A3G deaminase -3.1, mIAP act 1.19, hIAP activ 1.05, APOBEC3A inh -6.6 and beta cell repl -2.7.
For NC(=O)c1ccc(NC(=O)COC(=O)CCc2ccc(S(=O)(=O)N3CCCCC3)cc2)cc1 the results were NLRP3 yeast inh 14.4, SENP1 inh 0.0, hIAP inh -5.5, mIAP block 9.3, A3G deaminase -3.9, mIAP act 0.907, hIAP activ 1.05, APOBEC3A inh -0.6 and beta cell repl 2.5.
O=C(Cn1nc(-c2ccccc2)ccc1=O)NCC1COCCO1 (configuration not stated) was read as NLRP3 yeast inh -0.4, SENP1 inh 2.2, hIAP inh 3.0, mIAP block 3.5, A3G deaminase -2.7, mIAP act 0.965, hIAP activ 0.97, APOBEC3A inh -2.1 and beta cell repl 0.2.
Screening C[C@H](NS(=O)(=O)OCC(Cl)(Cl)Cl)C1CC1c1ccccc1 (some centres not stated) returned NLRP3 yeast inh 15.6, SENP1 inh 1.6, hIAP inh 11.7, mIAP block 2.7, A3G deaminase -6.2, mIAP act 0.973, hIAP activ 0.883, APOBEC3A inh -1.1 and beta cell repl -7.5.
`COc1ccc(C(=O)N(C)CCCC2CCCC2)cc1OC1CCN(C(C)=O)CC1` gave NLRP3 yeast inh 7.6, SENP1 inh 0.1, hIAP inh 10.0, mIAP block 7.9, A3G deaminase -3.4, mIAP act 0.921, hIAP activ 0.9, APOBEC3A inh -1.8 and beta cell repl -2.8.
CC(O)c1ccc(Oc2cnccn2)cc1 (configuration not stated) was read as NLRP3 yeast inh 1.2, SENP1 inh 0.9, hIAP inh 8.6, mIAP block 5.8, A3G deaminase -3.5, mIAP act 0.942, hIAP activ 0.914, APOBEC3A inh 1.8 and beta cell repl -1.5.
CCOc1ccc(NC(=O)CSc2nnnn2C2CCCC2)cc1 was read as NLRP3 yeast inh -24.6, SENP1 inh 1.6, hIAP inh 5.1, mIAP block -5.0, A3G deaminase -8.6, mIAP act 1.05, hIAP activ 0.949, APOBEC3A inh -5.1 and beta cell repl -2.4.
For O=C(COC(=O)c1ccc2ncsc2c1)NCc1ccc(Cl)cc1 the results were NLRP3 yeast inh 20.2, SENP1 inh -1.6, hIAP inh 20.6, mIAP block 5.7, A3G deaminase -3.7, mIAP act 0.943, hIAP activ 0.794, APOBEC3A inh 3.7 and beta cell repl 3.0.
`O=C(CN1CCC(n2nnc3cc(C(F)(F)F)ccc32)CC1)N1CCc2ccccc21` gave NLRP3 yeast inh 22.7, SENP1 inh -3.3, hIAP inh 2.7, mIAP block 5.5, A3G deaminase -1.8, mIAP act 0.945, hIAP activ 0.973, APOBEC3A inh 1.0 and beta cell repl -3.0.
`O=S(=O)(c1ccc(N2CCCC2)cc1)C(F)(F)F` gave NLRP3 yeast inh 55.9*, SENP1 inh -0.1, hIAP inh -20.1, mIAP block -0.4, A3G deaminase -3.1, mIAP act 1, hIAP activ 1.2, APOBEC3A inh -5.2 and beta cell repl -5.9.
CN(Cc1ccccc1)C(=S)Nc1ccc(OC(F)F)cc1 was read as NLRP3 yeast inh 9.3, SENP1 inh 0.5, hIAP inh -5.3, mIAP block -3.2, A3G deaminase -8.8, mIAP act 1.03, hIAP activ 1.05, APOBEC3A inh -1.1 and beta cell repl 1.0.
Screening COCCCNC(NC(=O)c1ccc(Cl)cc1)C(Cl)(Cl)Cl (configuration not stated) returned NLRP3 yeast inh 10.1, SENP1 inh 1.4, hIAP inh -5.9, mIAP block -1.4, A3G deaminase -5.8, mIAP act 1.01, hIAP activ 1.06, APOBEC3A inh -1.6 and beta cell repl -0.7.
For O=C(Cc1coc(-c2ccc(F)cc2)n1)NCc1ccccc1 the results were NLRP3 yeast inh 14.0, SENP1 inh 2.1, hIAP inh -16.2, mIAP block 2.8, A3G deaminase -1.4, mIAP act 0.972, hIAP activ 1.16, APOBEC3A inh 0.0 and beta cell repl -1.0.
CCc1nn(CC(=O)NCCN2CCN(C)CC2)c(=O)c2cc3occc3n12 was read as NLRP3 yeast inh 18.5, SENP1 inh -0.6, hIAP inh 17.5, mIAP block 4.8, A3G deaminase -5.2, mIAP act 0.952, hIAP activ 0.825, APOBEC3A inh -0.9 and beta cell repl -1.7.
`O=C(NCCCN1CCCC1=O)Nc1cc(Cl)ccc1Cl` gave NLRP3 yeast inh 9.3, SENP1 inh -0.2, hIAP inh -2.7, mIAP block -1.8, A3G deaminase -5.9, mIAP act 1.02, hIAP activ 1.03, APOBEC3A inh 0.5 and beta cell repl 6.1.
`COc1ccc2c(=O)c(-c3ccc4c(c3)OCO4)coc2c1` gave NLRP3 yeast inh 29.8, SENP1 inh 1.8, hIAP inh 6.7, mIAP block 3.6, A3G deaminase -0.8, mIAP act 0.964, hIAP activ 0.933, APOBEC3A inh 1.4 and beta cell repl -5.7.

Of the compounds above, two have a furan ring, fused or not:
`COc1ccc2oc(C(=O)Nc3ccc(C)cn3)c(C)c2c1` gave NLRP3 yeast inh 12.2, SENP1 inh -9.2, hIAP inh 0.5, mIAP block 2.0, A3G deaminase -1.7, mIAP act 0.98, hIAP activ 0.995, APOBEC3A inh 2.4 and beta cell repl -1.3.
CCc1nn(CC(=O)NCCN2CCN(C)CC2)c(=O)c2cc3occc3n12 was read as NLRP3 yeast inh 18.5, SENP1 inh -0.6, hIAP inh 17.5, mIAP block 4.8, A3G deaminase -5.2, mIAP act 0.952, hIAP activ 0.825, APOBEC3A inh -0.9 and beta cell repl -1.7.

(more compounds)
Cc1cc(OCC(O)CN2C(C)CCCC2C)ccc1C(C)C (configuration not stated) was read as NLRP3 yeast inh 3.5, SENP1 inh -0.3, hIAP inh 2.4, mIAP block -5.0, A3G deaminase 2.5, mIAP act 1.05, hIAP activ 0.976, APOBEC3A inh 0.4 and beta cell repl 0.1.
CC(=O)c1ccc(N(CC(=O)NCCc2ccccc2)C(=O)c2csnn2)cc1 was read as NLRP3 yeast inh 18.3, SENP1 inh 3.3, hIAP inh 0.1, mIAP block 4.9, A3G deaminase 0.7, mIAP act 0.951, hIAP activ 0.999, APOBEC3A inh 1.9 and beta cell repl 1.1.
`O=C(NCc1ccccc1Cl)c1cccc(NC2=NC3CS(=O)(=O)CC3S2)c1` (configuration not stated) gave NLRP3 yeast inh 5.0, SENP1 inh 0.5, hIAP inh -5.5, mIAP block 0.1, A3G deaminase -7.6, mIAP act 0.999, hIAP activ 1.05, APOBEC3A inh -7.2 and beta cell repl -1.0.
O=C(CSc1ccc([N+](=O)[O-])cc1)OCC(=O)N1CCCC1=O was read as NLRP3 yeast inh 12.7, SENP1 inh 5.5, hIAP inh 7.8, mIAP block 2.4, A3G deaminase -4.9, mIAP act 0.976, hIAP activ 0.922, APOBEC3A inh -3.6 and beta cell repl 2.3.
`Clc1ccc(SCc2nc3ccccc3[nH]2)cc1` gave NLRP3 yeast inh 30.6, SENP1 inh -5.5, hIAP inh 0.5, mIAP block -5.5, A3G deaminase -2.6, mIAP act 1.05, hIAP activ 0.995, APOBEC3A inh 0.5 and beta cell repl -3.8.
For O=S(=O)(NCc1cccs1)NCc1ccccc1F the results were NLRP3 yeast inh 43.6, SENP1 inh -0.6, hIAP inh -7.8, mIAP block -4.6, A3G deaminase 4.4, mIAP act 1.05, hIAP activ 1.08, APOBEC3A inh 5.0 and beta cell repl -2.9.
For CCC1CCCCN1C(=O)CCc1nnc(C2CCCCC2)o1 (configuration not stated) the results were NLRP3 yeast inh 8.4, SENP1 inh 0.8, hIAP inh 5.1, mIAP block -1.1, A3G deaminase -5.8, mIAP act 1.01, hIAP activ 0.949, APOBEC3A inh -2.0 and beta cell repl 1.5.
Screening COc1ccc(-c2[nH]c3ccccc3c2SCCNC(=O)c2ccccc2)cc1 returned NLRP3 yeast inh -4.2, SENP1 inh -28.6, hIAP inh 11.7, mIAP block -13.7, A3G deaminase -2.2, mIAP act 1.14, hIAP activ 0.883, APOBEC3A inh -2.6 and beta cell repl -6.0.
CN(C)C(=O)CN1CCN(C(=O)CCl)CC1 was read as NLRP3 yeast inh -1.5, SENP1 inh 2.6, hIAP inh -0.2, mIAP block -5.1, A3G deaminase -6.3, mIAP act 1.05, hIAP activ 1, APOBEC3A inh -0.7 and beta cell repl 0.4.
For O=C(CSc1nc2sccc2c(=O)[nH]1)N1CCN(c2ccccc2)CC1 the results were NLRP3 yeast inh -1.1, SENP1 inh -13.8, hIAP inh 10.0, mIAP block 1.7, A3G deaminase 15.1, mIAP act 0.983, hIAP activ 0.9, APOBEC3A inh 87.2* and beta cell repl -2.9.
For CC(C(=O)OCC(=O)c1ccc(Br)cc1)N1C(=O)C2C3C=CC(C3)C2C1=O (configuration not stated) the results were NLRP3 yeast inh 16.2, SENP1 inh 1.7, hIAP inh 8.5, mIAP block -3.0, A3G deaminase -8.8, mIAP act 1.03, hIAP activ 0.915, APOBEC3A inh -2.7 and beta cell repl -0.3.
For CC(C)CN1CCN(Cc2cc3ccccc3[nH]2)CC1CCO (configuration not stated) the results were NLRP3 yeast inh 14.2, SENP1 inh -69.9, hIAP inh -11.4, mIAP block 4.1, A3G deaminase -9.5, mIAP act 0.959, hIAP activ 1.11, APOBEC3A inh -3.7 and beta cell repl -1.7.
For Fc1cccc(Cl)c1CNn1cn[nH]c1=S the results were NLRP3 yeast inh 28.9, SENP1 inh 2.0, hIAP inh 4.3, mIAP block 12.9, A3G deaminase 22.8, mIAP act 0.871, hIAP activ 0.957, APOBEC3A inh -1.9 and beta cell repl 0.3.
For Cc1ccc(C)c(CN2C(=O)c3ccccc3S(=O)(=O)c3ccc(C(=O)N4CCN(C)CC4)cc32)c1 the results were NLRP3 yeast inh 2.8, SENP1 inh 1.0, hIAP inh -12.4, mIAP block -2.1, A3G deaminase -3.0, mIAP act 1.02, hIAP activ 1.12, APOBEC3A inh 3.1 and beta cell repl 0.5.

Assay outcomes from PubChem BioAssay.
